# Bioassay records: PubChem, several laboratories
# DSG3 Ab inh = inhibitors of pemphigus antibody binding to DSG3, primary screen, biochemical, bead-based, flow cytometry, scFv-GFP. Desmoglein-3 (Homo sapiens), P32926. DSG3-coupled beads, scFv-anti-DSG3-GFP binding; hits give low values. binding (percent of control), % at 10 µM. hit rate 0.48% among 310,000. AID 588358, 2011;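 active means binding more than 3 SD below its plate's average and above zero; inconclusive means below that plate limit but binding exactly zero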;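 further: hits lower antibody fragment binding to DSG3; some compounds called inactive have numbers as strong as hits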
# MITF TRPM1 HTS = activators of MITF-driven TRPM1 promoter reporter, primary screen, cell-based, SK-MEL-5, luciferase, single point; SK-MEL-5 TRPM1-promoter luciferase, 24 h; % of positive control, neutral wells = 0; activation, % at 12.5 µM; hit rate 0.75% among 300,000; AID 588334, 2011;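 active means mean activation of at least 80% with every replicate also reaching 80%; inconclusive means mean reaches 80% but some replicate falls short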;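 further: 0% = neutral control wells and 100% = parthenolide positive control wells; values of inactives mirror those of a sister screen read the other way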
# PKA-R1A act = activators of PKA-R1A holoenzyme, primary screen, biochemical, fluorescence polarization, Cy5-IP20, bovine R1A, mouse PKAc. cAMP-dependent protein kinase type I-alpha regulatory subunit (Bos taurus) + …. PKA-R1A dissociation; scaled: DMSO 0%, 113 µM cGMP 100%. activation, % at 11.4 µM. hit rate 0.083% among 340,000. AID 504707, 2011;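 active means percent activation above the mean of all tested compounds plus 3 SD, cut at about 19% in these data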;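 further: higher means more PKAc released from R1A so a rise in polarization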
# dFosB activator = activators of delta FosB homodimer, primary screen, biochemical, fluorescence polarization, TAMRA-CDK5 oligo, single point; Protein FosB (Mus musculus), P13346; purified delta FosB; percent of positive-control signal above neutral wells; activation, % at 25 µM; hit rate 0.99% among 340,000; AID 493131, 2011;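 active means mean activation above about 17%, with every replicate also reaching it, limit read from the data, passing the limit was not always enough; inconclusive means only one of the two conditions met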;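 further: fluorescence polarization rise as delta FosB binds a TAMRA Cdk5 AP-1 oligo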
# NSD2 HMT inh = NSD2 histone methyltransferase inhibitors, primary screen, biochemical, AlphaScreen, single concentration, set 2; Histone-lysine N-methyltransferase NSD2 (Homo sapiens), O96028; NSD2 peptide methylation, 120 min; inhibition, % at 12.5 µM; hit rate 0.54% among 310,000; in the data active means inhibition above about 50%
# PKA-R2B activ = activators of PKA-R2B holoenzyme, primary screen, biochemical, fluorescence polarization, Cy5-IP20, human; PKA-R2B holoenzyme dissociation; R2B truncated from residue 108, S112A mutant; 0% DMSO only, 100% 113 µM cGMP; cAMP-dependent protein kinase catalytic subunit beta (Homo sapiens) + cAMP-dependent …; hit rate 0.079% among 340,000; AID 504700, 2011; activation, % at 11.4 µM;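 active means activation above a cutoff set at the mean over all compounds plus 3 SD, cut at about 18% in these data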;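 further: higher means more holoenzyme dissociation and a rise in polarization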
# Target sequence (P31323 whole entry, looked up, other chains not shown, the tested form may be a part): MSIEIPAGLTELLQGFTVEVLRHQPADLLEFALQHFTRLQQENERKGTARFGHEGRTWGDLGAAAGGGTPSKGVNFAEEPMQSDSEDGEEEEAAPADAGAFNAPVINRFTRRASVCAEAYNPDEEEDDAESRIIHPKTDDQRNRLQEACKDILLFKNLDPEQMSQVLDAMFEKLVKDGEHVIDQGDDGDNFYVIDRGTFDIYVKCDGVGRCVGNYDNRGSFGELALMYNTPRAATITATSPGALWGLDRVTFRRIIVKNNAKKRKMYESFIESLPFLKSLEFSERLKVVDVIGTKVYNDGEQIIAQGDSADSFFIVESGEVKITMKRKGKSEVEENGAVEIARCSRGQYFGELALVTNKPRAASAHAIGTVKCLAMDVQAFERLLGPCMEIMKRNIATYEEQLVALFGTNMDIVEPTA
# CDK5 p35 inh = inhibitors of human CDK5/p35 kinase, primary screen, biochemical, single concentration. Cyclin-dependent kinase 5 (Homo sapiens) + Cyclin-dependent kinase 5 activator 1 (Homo …. Recombinant CDK5/p35, ADP-Glo luminescence, 60 min. inhibition, % at 10 µM. hit rate 0.01% among 330,000. AID 488839, 2010;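 active means highest replicate inhibition of at least 50% and at least 75% of replicates reaching 50%; inconclusive means only one of the two criteria met; inactive means both criteria failed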;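 further: plate controls were DMSO neutral control for no effect and GW8510 at 10 µM for full effect; many of its hits are not listed in these tables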
# Target sequence (Q00535 whole entry, looked up): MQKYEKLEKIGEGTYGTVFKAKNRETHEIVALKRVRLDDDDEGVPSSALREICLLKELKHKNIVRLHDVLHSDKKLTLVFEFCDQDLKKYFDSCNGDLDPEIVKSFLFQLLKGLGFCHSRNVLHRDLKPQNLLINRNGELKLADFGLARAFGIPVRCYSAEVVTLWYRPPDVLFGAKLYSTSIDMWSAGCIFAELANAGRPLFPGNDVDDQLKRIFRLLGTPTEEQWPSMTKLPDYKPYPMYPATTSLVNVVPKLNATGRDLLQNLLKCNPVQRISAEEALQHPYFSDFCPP
# Target sequence (Q15078 whole entry, looked up): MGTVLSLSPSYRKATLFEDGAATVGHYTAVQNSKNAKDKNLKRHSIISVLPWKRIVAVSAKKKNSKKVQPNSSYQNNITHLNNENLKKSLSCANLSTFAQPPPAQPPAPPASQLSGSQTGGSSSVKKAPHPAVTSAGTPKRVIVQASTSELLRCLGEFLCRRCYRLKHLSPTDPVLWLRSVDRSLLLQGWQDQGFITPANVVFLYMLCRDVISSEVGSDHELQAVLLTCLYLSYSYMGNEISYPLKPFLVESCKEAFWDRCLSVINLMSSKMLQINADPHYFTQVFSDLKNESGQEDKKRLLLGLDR
# Arr AP2 block = inhibitors of beta-arrestin/AP2 binding, primary screen, biochemical, GPCR trafficking, flow cytometry | AID 504490, 2011 | hit rate 0.31% among 340,000 | inhibition, % at 10 µM | beta-arrestin 1 C-terminal peptide binding to AP2 beta2-adaptin appendage (human) | FITC-arrestin peptide / GST-AP2 beads; AP2 beta2 appendage carries R879A mutation;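 active means inhibition above a set limit, near 3 SD of compounds lacking own fluorescence, cut at about 54% in these data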;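 further: plate controls were DMSO wells for no effect and 5 µM unlabelled arrestin peptide for full effect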
#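 Test system: GST-tagged AP2 beta2-adaptin appendage (R879A) on 4 µm glutathione beads; also added: fluorescein-tagged arrestin peptide at 50 nM final; timing: 12 min plus 1 h, RT; signal: flow cytometry, FL1 (488/535 nm); read-out: percent drop in bead-associated FITC signal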
# SR-BI DiI inh = inhibitors of SR-BI mediated HDL lipid uptake, primary screen, ldlA[mSR-BI] cells, fluorescence, single point; Scavenger receptor class B member 1 (Mus musculus), Q61009; ldlA[mSR-BI] CHO cells, DiI-HDL uptake fluorescence, 3 h; inhibition, % at 12.5 µM; hit rate 0.96% among 320,000; AID 488896, 2010;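 active means mean replicate inhibition of at least 70% and a set share of replicates each scoring 70 or more; inconclusive means meets just one of the two criteria; inactive means fails both criteria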;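 further: 0% = median of neutral control wells and 100% = median of positive control wells; values of inactives mirror those of a sister screen read the other way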
# SR-BI DiI-HDL act = activators of SR-BI mediated DiI-HDL uptake, primary screen, ldlA[mSR-BI] CHO cells, DiI fluorescence | 3 h; 100 = double the neutral-control signal | activation, % at 12.5 µM | hit rate 0.096% among 320,000;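 active means mean replicate activation of at least 60% and every replicate at or above 60%; inconclusive means mean or all-replicate condition met, but not both; inactive means mean below 60% and not all replicates reaching 60%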;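 further: 0% = median plate neutral-control signal and 100% = twice that signal; values of inactives mirror those of a sister screen read the other way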
#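 system = CHO ldlA[mSR-BI] cells, LDL receptor-null, SR-BI overexpressing | medium = Ham's F12 with 0.5% BSA, HEPES 25 mM, pH 7.4 | probe or stimulus = DiI-HDL 10 µg/mL | compound dosing = single-point compound dose | incubation = compound exposure 3 h, 37 °C | technique = DiI fluorescence, bottom read | read-out = cell-associated DiI fluorescence as measure of HDL uptake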
# Mot1-301 SUMO = yeast Mot1-301 growth rescue at high temperature, primary screen, SUMOylation pathway inhibitor project, S. cerevisiae, ATP luminescence, 38.5C; AID 2716, 2010; growth rescue, % at 18.8 µM; S. cerevisiae Mot1-301 growth rescue; percent above DMSO median, 100 means doubled; hit rate 1% among 320,000;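 active means every valid replicate shows activation above 250% relative to neutral control wells; inactive means the rest, any valid replicate at or below 250%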;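 further: OY570 slx delta 5 strain wells were the positive control but not used for scaling; some compounds called inactive have numbers as strong as hits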
# Numbers without * were called inactive; ? = inconclusive; · = not tested or not shown; & = joins results of further samples. The order is random. Share with any hit: about 4.7%.
no.	smiles	SR-BI DiI inh	Mot1-301 SUMO	SR-BI DiI-HDL act	PKA-R1A act	DSG3 Ab inh	CDK5 p35 inh	PKA-R2B activ	NSD2 HMT inh	dFosB activator	MITF TRPM1 HTS	Arr AP2 block
1	CN(C)/N=C/c1c(O)ccc2ccccc12	14	·	-14	1	99	1.4	2	·	-9	13	9
2	COc1ccc(Nc2nc(-c3ccccc3)nc3ccccc23)cc1S(=O)(=O)N1CCOCC1	·	-2	·	-3	87	-5.4	-12	-7	?	-4	5
3	COc1ccc(N2C(=O)CCC(C(=O)O)C2c2ccc(F)cc2)cc1 (stereo not drawn)	-3	-24	3	5	101	0.1	0	1	-9	-5	19
4	Cc1[nH]c(C)c(S(=O)(=O)NCCc2ccccc2)c1C(=O)N1CCCC1	-2	19	2	-8	110	-0.3	-4	-4	-6	-2	5
5	CCN(C(=O)CN1CCN(c2cccc(Cl)c2)CC1)c1c(N)n(Cc2ccccc2)c(=O)[nH]c1=O	33	68	-33	-17	120	-1.1	-7	-1	-2	13	14
6	O=C(c1cccnc1)N1CCN(C(=O)c2ccco2)CC1	-27	-5	27	-8	122	-1.8	-6	-7	0	-5	22
7	C=CCN(c1ccc(Cl)cc1)S(=O)(=O)c1cccc(C(=O)O)c1	-5	243	5	4	96	-0.3	2	3	0	-2	18
8	O=C(CNC(=O)c1ccc(Br)o1)OCc1ccc(Br)cc1	-9	63	9	5	96	0.8	-2	-3	-9	9	15
9	CCOC(=O)Cc1csc(SCn2nnc3ccccc3c2=O)n1	-4	·	4	-3	102	1.4	-4	-2	-7	-5	-5
10	COc1ccccc1OCCn1c(=O)sc2ccccc21	-1	7	1	-15	95	-0.5	3	-1	2	·	12
11	Cc1cc(C)n(C(=O)c2cc([N+](=O)[O-])cc([N+](=O)[O-])c2)n1	-2	4	2	7	115	0.0	0	-1	-3	·	20
12	CN1CCN(C(=S)NC(CC(=O)c2ccccc2)c2ccccc2)CC1 (stereo not drawn)	-1	-4	1	3	·	2.0	0	-2	-15	·	0

# Structural class, the compounds so far with a Cl atom.
no.	smiles	SR-BI DiI inh	Mot1-301 SUMO	SR-BI DiI-HDL act	PKA-R1A act	DSG3 Ab inh	CDK5 p35 inh	PKA-R2B activ	NSD2 HMT inh	dFosB activator	MITF TRPM1 HTS	Arr AP2 block
5	CCN(C(=O)CN1CCN(c2cccc(Cl)c2)CC1)c1c(N)n(Cc2ccccc2)c(=O)[nH]c1=O	33	68	-33	-17	120	-1.1	-7	-1	-2	13	14
7	C=CCN(c1ccc(Cl)cc1)S(=O)(=O)c1cccc(C(=O)O)c1	-5	243	5	4	96	-0.3	2	3	0	-2	18

# Some of these compounds in order of count of non-hydrogen atoms, high to low.
no.	smiles	SR-BI DiI inh	Mot1-301 SUMO	SR-BI DiI-HDL act	PKA-R1A act	DSG3 Ab inh	CDK5 p35 inh	PKA-R2B activ	NSD2 HMT inh	dFosB activator	MITF TRPM1 HTS	Arr AP2 block
2	COc1ccc(Nc2nc(-c3ccccc3)nc3ccccc23)cc1S(=O)(=O)N1CCOCC1	·	-2	·	-3	87	-5.4	-12	-7	?	-4	5
3	COc1ccc(N2C(=O)CCC(C(=O)O)C2c2ccc(F)cc2)cc1 (stereo not drawn)	-3	-24	3	5	101	0.1	0	1	-9	-5	19
8	O=C(CNC(=O)c1ccc(Br)o1)OCc1ccc(Br)cc1	-9	63	9	5	96	0.8	-2	-3	-9	9	15

# Further entries:
no.	smiles	SR-BI DiI inh	Mot1-301 SUMO	SR-BI DiI-HDL act	PKA-R1A act	DSG3 Ab inh	CDK5 p35 inh	PKA-R2B activ	NSD2 HMT inh	dFosB activator	MITF TRPM1 HTS	Arr AP2 block
13	CCc1ccc([C@@H]2CC=C(C(=O)O)[C@H](c3ccc(Br)cc3)N2S(=O)(=O)c2ccc(C)cc2)cc1	-7	300*	7	-8	98	-0.8	-2	·	-10	11	0
14	CCOc1cc(-c2nc(-c3ccc(OC)cc3)no2)cc(OCC)c1OCC	75*	7	-75	7	70	0.2	4	-1	6	-10	-5
15	Cc1ccccc1N=C1NC(=O)C(CO)(CO)S1	-20	30	20	-12	109	-0.7	-8	0	-6	-5	38
16	O=C(C1CCC(CNc2c(N3CCOCC3)c(=O)c2=O)CC1)N1CCN(c2ccccc2)CC1 (stereo not drawn)	-18	-20	18	-3	99	0.0	-5	·	-7	-10	0
17	Cc1ccc(OCCNC(=O)/C=C/c2ccccc2)cc1	-38	5	38	2	101	-0.3	-11	0	3	5	9
18	O=C(O)c1sccc1Oc1ccc(NS(=O)(=O)c2ccc(Cl)cc2)cc1	0	-6	0	5	92	-0.3	-4	-7	-5	-6	1
19	COc1ccc(C2CC(Cn3cc(C#N)c(=O)n(C)c3=O)ON2C)cc1 (stereo not drawn)	-13	-2	13	·	·	-1.2	·	-1	2	7	2
20	O=C(Nc1nnc(-c2cc(Cl)ccc2Cl)o1)C1=COCCO1	-20	-9	20	0	100	-2.2	4	-2	-10	21	14
21	Cc1cccc(NC(=O)CCS(=O)(=O)c2ccccc2)n1	·	466	·	1	·	1.0	5	30	-2	14	3
22	COc1ccc(CCNC(=O)CSc2nnc(Cn3c(=O)sc4ccccc43)n2C)cc1OC	52	-16	-52	13	96	-0.3	-6	-3	-10	3	3
23	CCCCC(=O)NC(c1cccc([N+](=O)[O-])c1)c1ccc2cccnc2c1O (stereo not drawn)	39	·	-39	1	108	-0.7	5	2	2	·	38
24	C/C(=C\C(=O)C(F)(F)F)Nc1ccc(C(F)(F)F)cc1	-2	4	2	5	98	1.1	11	21	-1	9	-5
25	Cc1ccc2cc(C3C(C#N)=C(N)Oc4c3ccc3cccnc43)c(=O)[nH]c2c1 (stereo not drawn)	-6	-12	6	5	101	4.3	4	0	-13	8	14
26	CC1CCCC(N2CCN(S(=O)(=O)c3ccccc3)CC2)C1 (stereo not drawn)	·	-29	·	-4	120	1.3	1	-4	-4	-8	-9
27	CSCCC(Nc1nc2ccccc2s1)C(=O)O (stereo not drawn)	-25	0	25	5	103	2.9	-9	-2	7	·	-2
28	Cc1cc(C)nc(NS(=O)(=O)c2ccc(-n3cccc3)cc2)n1	-4	-9	4	-7	94	0.3	1	73*	0	·	4
29	Cc1ccc(O)c(C(=O)c2cnc3c(c2)CN(CCC(C)C)C(=O)N3)c1	58	-5	-58	5	·	-1.5	-4	0	0	·	-10
30	Cc1ccccc1Nc1c(N)c(=O)oc2ccccc12	19	-9	-19	-3	·	-0.6	-2	9	-2	-1	4
31	Cc1cccc2c1N(CCCOc1ccccc1)C(=O)C2=O	-5	9	5	0	106	0.0	2	9	0	-4	12
32	COc1cccc2sc(N3CCN(c4nc5ccccc5s4)CC3)nc12	2	-16	-2	8	98	0.8	-11	3	-5	-22	-8
33	Cc1ccc(Cl)cc1NS(=O)(=O)c1ccccc1	13	·	-13	3	88	0.6	-8	-3	-3	-11	-14
34	c1ccc(-c2csc(Nc3nc(N4CCOCC4)nc(N4CCOCC4)n3)n2)cc1	54	-12	-54	-8	·	-0.1	6	0	7	-26	-2
35	CCOC(=O)C1(Cc2cccc(OC)c2)CCCN(C(=O)CSC)C1 (stereo not drawn)	6	0	-6	-4	115	0.1	-3	2	-3	·	34
36	O=C(NCc1ccc2c(c1)OCO2)C(=O)Nc1ccccc1	-3	-7	3	0	·	-0.3	-1	-6	6	22	42
37	CCCCOC(=O)C1[C@H]2C(=O)N(CCc3ccccc3)C[C@]23C=C[C@H]1O3 (stereo partly drawn)	-8	-1	8	-9	99	2.2	-1	16	-6	-3	4
38	CCN(CC)c1ccc(NC(=O)c2ccccc2F)cc1S(=O)(=O)Nc1ccccc1OC	10	-2	-10	0	98	0.1	0	-2	1	4	5
39	O=C(CCC1CCN(C(=O)c2cccc(Cl)c2F)CC1)Nc1ccccc1	-6	9	6	10	97	-1.0	-1	-2	-5	-6	1
40	O=C(O)C1C2C=CC(O2)C1C(=O)NCCC1=CCCCC1 (stereo not drawn)	-16	-10	16	0	114	-2.1	-4	·	-7	4	-1
41	CCSc1nc2ccccc2[nH]1	-8&-18	6&0	8&18	-14&-9	97&80	0.6&-3.2	-2&-17	2&-2	-5&-17	3&14	9&7
42	CSC1=N/C(=C/c2cccnc2)C(=O)N1Cc1ccc(Cl)cc1	26	-35	-26	6	112	1.2	-3	7	-4	3	-12
43	NS(=O)(=O)c1ccc(NC(=O)COC(=O)C2CC2)cc1	-21	-14	21	-1	122	0.7	-8	-1	5	1	5
44	CCCCNC(=O)C(=O)NCCCn1ccnc1	-5	9	5	-3	100	-0.1	13	-4	1	-3	0
45	C=CCn1c(SCC(=O)Nc2ncc(Cc3ccc(Br)cc3)s2)nnc1-c1ccncc1	-17	12	17	-5	81	-4.1	-23	-3	37*	2	6
46	Nc1ccn(Cc2cccc(F)c2)n1	-16	-4	16	16	97	0.0	10	1	-12	8	3
47	Cc1cc(Cl)ccc1C1=CC(=O)C[C@H](c2ccc(F)cc2)C1	18	54	-18	-3	98	-1.5	7	·	-2	2	6
48	CCOC(=O)c1ccc(CSc2n[nH]c(C)n2)o1	-10	2	10	-11	·	-12	-10	·	-2	16	-1
